GLD-1 RNA inh = GLD-1/TGE RNA complex disruptors, primary screen, biochemical, fluorescence polarization; purified GLD-1 + fluorescein TGE RNA; hit rate 0.44% among 320,000; inhibition, % at 5.96 µM; Female germline-specific tumor suppressor gld-1 (Caenorhabditis elegans), Q17339;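 active = percent inhibition above a per-plate cutoff, the plate mean of test compounds plus 3 SD, cut at about 30% in these data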;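 note: 0% = DMSO wells with GLD-1 and probe and 100% = wells lacking GLD-1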
Target sequence (Q17339 whole entry, looked up): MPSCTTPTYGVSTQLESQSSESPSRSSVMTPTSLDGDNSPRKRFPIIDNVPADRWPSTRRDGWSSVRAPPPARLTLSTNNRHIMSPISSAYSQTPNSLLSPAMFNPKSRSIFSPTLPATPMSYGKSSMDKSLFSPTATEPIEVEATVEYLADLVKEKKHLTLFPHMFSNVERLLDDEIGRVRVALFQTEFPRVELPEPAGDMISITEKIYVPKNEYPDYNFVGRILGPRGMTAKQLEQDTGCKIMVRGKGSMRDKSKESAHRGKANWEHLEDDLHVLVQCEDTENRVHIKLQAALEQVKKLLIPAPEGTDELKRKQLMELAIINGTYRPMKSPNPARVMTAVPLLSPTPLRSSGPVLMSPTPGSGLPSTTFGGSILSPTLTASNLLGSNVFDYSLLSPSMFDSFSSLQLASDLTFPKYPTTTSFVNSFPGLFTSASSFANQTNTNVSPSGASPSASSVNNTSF
MCL1-BIM inh = inhibitors of MCL1 binding to BIM-BH3, primary screen, biochemical, fluorescence polarization | hit rate 0.68% among 320,000 | Induced myeloid leukemia cell differentiation protein Mcl-1 (Homo sapiens), Q07820 | GST-MCL1 / FITC-Bim-BH3 fluorescence polarization | AID 2057, 2009 | inhibition, % at 10.9 µM;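 active = inhibition above the mean inhibition of all tested compounds plus 3 SD, set per campaign, cut at about 40% in these data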;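 note: 0% = DMSO wells and 100% = unlabeled Bim-BH3 peptide control; higher means more loss of mP so more displacement of Bim peptide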
PAD4 FP inh = human PAD4 inhibitors, primary screen, biochemical, fluorescence polarization, 1536-well format; inhibition, % at 6.36 µM; hit rate 0.41% among 330,000; recombinant PAD4, RCA probe fluorescence polarization; AID 485272, 2010; Protein-arginine deiminase type-4 (Homo sapiens), Q9UM07;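 active = percent inhibition above a cutoff equal to the mean of all tested compounds plus 3 SD, cut at about 15% in these data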;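 note: 0% = PAD4 with RCA probe and DMSO and 100% = probe without PAD4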
GSTO1 inh = inhibitors of recombinant GSTO1, primary screen, counter-screen for RBBP9 inhibitor project, biochemical, fluorescence polarization | Glutathione S-transferase omega-1 (Homo sapiens), P78417 | activity-based probe fluorescence polarization | inhibition, % at 5.96 µM | hit rate 1.1% among 300,000 | AID 1974, 2009;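 active = inhibition above the campaign mean inhibition plus 3 SD, cut at about 35% in these data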;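 note: 0% = GSTO1-1 with DMSO and 100% = wells lacking GSTO1-1 enzyme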
Target sequence (P78417 whole entry, looked up): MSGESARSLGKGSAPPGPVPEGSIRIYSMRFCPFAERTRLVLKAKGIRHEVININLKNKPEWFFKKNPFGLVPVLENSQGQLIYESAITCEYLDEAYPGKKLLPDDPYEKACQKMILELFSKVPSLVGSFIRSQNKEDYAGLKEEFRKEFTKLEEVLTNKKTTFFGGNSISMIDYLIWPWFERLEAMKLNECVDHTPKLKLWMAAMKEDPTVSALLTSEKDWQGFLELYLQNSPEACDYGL
Fam108B inh = mouse Fam108B serine hydrolase inhibitors, primary screen, counter-screen for RBBP9 inhibitor project, biochemical, fluorescence polarization. recombinant Fam108B, FP-Rh probe fluorescence polarization. inhibition, % at 9.51 µM. hit rate 0.33% among 300,000;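 active = inhibition above the screen mean inhibition plus 3 SD, computed separately per campaign, cut at about 18% in these data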;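 note: inhibitors lower polarization as less probe binds the enzyme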
BCLXL inh = inhibitors of human Bcl-xL, primary screen, biochemical, fluorescence polarization, HTS | hit rate 0.7% among 320,000 | GST-Bcl-xL / FITC-Bim BH3 peptide fluorescence polarization | Bcl-2-like protein 1 (Homo sapiens), Q07817 | inhibition, % at 10.9 µM | AID 2129, 2009;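 active = inhibition above the mean of all tested compounds plus 3 SD, cutoff set per campaign, cut at about 30% in these data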;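 note: 0% = DMSO wells and 100% = unlabeled Bim-BH3 peptide competitor; inhibitors lower millipolarization by displacing the labeled peptide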
Target sequence (Q07817 whole entry, looked up): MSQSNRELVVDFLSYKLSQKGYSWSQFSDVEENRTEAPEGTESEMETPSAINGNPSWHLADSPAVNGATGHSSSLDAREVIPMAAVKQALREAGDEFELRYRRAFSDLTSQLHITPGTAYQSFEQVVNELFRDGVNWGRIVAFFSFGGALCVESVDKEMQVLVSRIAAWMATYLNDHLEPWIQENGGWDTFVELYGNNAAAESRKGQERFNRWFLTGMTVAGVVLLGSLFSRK
MEX-5 binding = MEX-5 zinc finger RNA-binding disruptors – biochemical, C. elegans, fluorescence polarization, MLPCN library, primary screen | activity score (negative = inhibition of binding), % at 10 µM | hit rate 0.38% among 300,000 | MEX-5/FITC-TCR2 RNA binding; hits give low values | AID 1832, 2009;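 active = inhibition past about -25% in most replicates, and total fluorescence under double the plate's negative control median, limit read from the data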;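 note: 0% = DMSO and -100% = 5 µM competing unlabeled TCR2 RNA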
TPT1 inhibitor = Candida albicans TPT1 enzyme inhibitors, primary screen, biochemical, fluorescence polarization. recombinant caTPT1, FP RNA substrate dephosphorylation. inhibition, % at 5 µM. hit rate 0.81% among 300,000. AID 1962, 2009;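 active = inhibition above the mean of all tested compounds plus 3 SD, set per screening campaign, cut at about 24% in these data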;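 note: plate controls were DMSO alone for no effect and ferristatin control at 100 nM for full effect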
PME-1 inh = PME-1 inhibitors via competitive probe labeling, primary screen, biochemical, fluorescence polarization, FP-Rh probe, HTS. recombinant PME-1. inhibition, % at 5.9 µM. hit rate 0.53% among 320,000. Protein phosphatase methylesterase 1 (Homo sapiens), Q9Y570;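 active = inhibition above the campaign mean of all compounds plus 3 SD, cut at about 26% in these data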;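 note: competitive labeling of PME-1 active site by serine hydrolase directed probe; 0% = PME-1 with DMSO and 100% = wells lacking PME-1 enzyme; inhibitors block probe labeling so polarization falls and inhibition rises; many of its hits are not listed in these tables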
* hit, by the source's call; / = no result given. Not all compounds are listed; rates above refer to the full screens.

1) Cc1nn(C)c(Cl)c1NC(=O)OCc1ccc(Cl)cc1Cl
2) CCC(C)NC(=S)N1CCN(Cc2ccccc2)CC1 (configuration not stated)
3) CC1CCC(N2CCN(c3ncccn3)CC2)CC1 (configuration not stated)
4) CC(=O)Oc1ccc(N(C(C)=O)S(=O)(=O)c2ccc(Cl)cc2)c2ccccc12
5) O=C(C1=C[C@H](c2coc3ccccc3c2=O)C[C@H](OCc2ccc(CO)cc2)O1)N1CCOCC1
6) CCNC(=O)c1ccc(NC(=O)CC2SC(N3CCCCC3)=NC2=O)cc1 (configuration not stated)
7) CC(C)CC(NC(N)=O)C(=O)NCc1ccccc1Cl (configuration not stated)
8) COC(=O)c1ccc(C)c(NS(=O)(=O)c2cn(C)nc2C)c1

entry no.,1,2,3,4,5,6,7,8
GLD-1 RNA inh,-4,-1,1,-6,2,1,11,0
MCL1-BIM inh,1,4,5,-30,-4,10,11,-9
PAD4 FP inh,-6,-7,2,-7,2,1,-1,2
GSTO1 inh,-7,-5,5,33,1,/,-7,0
Fam108B inh,0,2,1,5,2,/,-4,2
BCLXL inh,4,6,8,-9,4,3,5,-2
MEX-5 binding,-2.2,3.7,-1.7,2.0,2.1,/,-2.0,4.2
TPT1 inhibitor,-4,-6,0,-1,-3,/,-3,4
PME-1 inh,3,-3,5,2,-2,3,-6,-3

9) Cc1cc(C)n(-c2nc3sc4c(c3c3nnc(SC(C)C)n23)CC(C)(C)OC4)n1
10) Cc1cc(C)cc(NC(=O)N2CCCN(Cc3c(F)cccc3Cl)CC2)c1
11) O=S(=O)(c1ccc2ccccc2c1)N1CCN(C(=S)Nc2ccccc2F)CC1
12) CCOCCCNC(=O)C(NC(=O)CNC(C)=O)c1ccc(C)cc1 (configuration not stated)
13) COc1ccccc1/C=C/C=N/NC(=O)CCC1C(=O)NN=C1C (configuration not stated)
14) O=C(N/N=C/c1ccc(-c2ccccc2[N+](=O)[O-])o1)c1cccnc1
15) Cc1cc(=O)c(C(=O)O)nn1-c1cccc(C(F)(F)F)c1
16) CC(C)[C@H](NS(=O)(=O)c1ccc2c(c1)OCCO2)C(=O)OCC(=O)Nc1cccc(Cl)c1Cl

entry no.,9,10,11,12,13,14,15,16
GLD-1 RNA inh,-2,1,1,0,0,10,-1,2
MCL1-BIM inh,3,-8,2,0,2,18,-6,-4
PAD4 FP inh,-2,2,-2,-1,-2,5,-4,-2
GSTO1 inh,-6,-1,-8,0,2,51*,5,-5
Fam108B inh,2,-1,-10,2,1,4,-1,-5
BCLXL inh,4,-2,3,1,2,22,-1,0
MEX-5 binding,/,-0.7,0.3,-0.3,3.6,-9.0,0.7,0.6
TPT1 inhibitor,5,-1,-1,-1,7,-6,1,-3
PME-1 inh,-2,-1,-1,-4,0,4,-2,7

An excerpt from above, limited to GSTO1 inh.
cpd	structure	GSTO1 inh
10	Cc1cc(C)cc(NC(=O)N2CCCN(Cc3c(F)cccc3Cl)CC2)c1	-1
8	COC(=O)c1ccc(C)c(NS(=O)(=O)c2cn(C)nc2C)c1	0

Next section:
17) O=C(C1=C(O)C(=O)N(Cc2ccco2)C1c1ccccc1F)c1cccs1 (configuration not stated)
18) CSc1ccccc1N=CC1=C(O)CC(C)(C)CC1=O
19) COc1cccc(NC(=O)NC2CCN(Cc3nnnn3Cc3ccc(F)cc3)CC2)c1
20) CC(=O)N1CCN(c2ccc([N+](=O)[O-])c(NCc3cccnc3)c2)CC1
21) CCCCNC(=O)CS(=O)Cc1nc(-c2ccc(C)cc2)oc1C (configuration not stated)
22) CCC(C(=O)NC1CCCCC1)N(Cc1cccs1)C(=O)c1snc(C(N)=O)c1N (configuration not stated)
23) C#CCOCCOCCOCCNc1nc(N2CCN(C(=O)[C@H](C(C)C)n3cc(CCO)nn3)CC2)nc(N2CCN(C(=O)[C@H]([C@@H](C)CC)n3cc(CCCCN)nn3)CC2)n1
24) COC(=O)c1[nH]c2cccc(OC)c2c1NC(=O)CN1CCC(C(N)=O)(N2CCCCC2)CC1

entry no.,17,18,19,20,21,22,23,24
GLD-1 RNA inh,-10,-3,-1,8,7,-6,-1,6
MCL1-BIM inh,3,3,1,5,7,1,-1,-12
PAD4 FP inh,-2,2,2,6,-7,-4,1,2
GSTO1 inh,-8,4,2,-1,7,-1,0,-2
Fam108B inh,3,1,3,-7,1,3,-2,4
BCLXL inh,4,2,4,3,-1,4,-2,-5
MEX-5 binding,0.9,2.3,1.7,-2.4,-0.9,0.4,1.6,-1.1
TPT1 inhibitor,-3,-3,-3,-1,-1,-3,-1,-1
PME-1 inh,-2,1,7,-5,5,0,-6,0

25) CCCCC1(C(=O)OC)NC(c2ccc(O)cc2)C2C(=O)N(c3ccccc3)C(=O)C21 (configuration not stated)
26) Cc1[nH]n2c(=O)cc(-c3ccc([N+](=O)[O-])cc3)nc2c1-c1ccccc1
27) COc1ccc(CN2CCC(n3nccc3NC(=O)C3CC3)CC2)c(OC)c1OC
28) CCC(C(=O)NCc1ccccc1OC)n1nc(C)n2c(cc3occc32)c1=O (configuration not stated)
29) COc1ccc(NC(=O)CC(NCc2ccccn2)C(=O)O)cc1 (configuration not stated)
30) Cc1ccccc1C(=O)Nc1nnc(SC(C)C)s1
31) O=C(O)CCC(=O)Nc1ccc(-c2nnc(-c3ccco3)o2)cc1
32) Cc1ccc2c(c1)C1CN(C)CCC1N2S(=O)(=O)c1ccc(C(C)C)cc1 (configuration not stated)

entry no.,25,26,27,28,29,30,31,32
GLD-1 RNA inh,5,8,2,-14,5,8,8,0
MCL1-BIM inh,3,14,-1,8,9,6,-1,-6
PAD4 FP inh,3,2,-3,5,-8,-3,1,-4
GSTO1 inh,-9,22,-2,2,-2,-4,4,/
Fam108B inh,-9,12,2,0,-2,-2,1,/
BCLXL inh,4,7,8,8,2,-5,6,0
MEX-5 binding,0.3,0.9,2.0,-0.9,-6.3,-0.5,-1.3,/
TPT1 inhibitor,2,-1,-1,-5,-2,-3,-2,/
PME-1 inh,-2,22,-10,6,-3,-3,3,-3

33) CSc1ccc(/C=C/C(=O)N2CCN(c3ccccn3)CC2)cc1
34) CCN1CCN(C(c2cccs2)C(C)NC(=O)c2cccc(OC)c2)CC1 (configuration not stated)
35) Cc1cc(NC(=O)C2CC(=O)N(c3cccc(C)c3C)C2)no1 (configuration not stated)
36) CCCCN(C)CCNC(=O)c1ccc(Cn2c(=S)[nH]c3ccc(Br)cc3c2=O)cc1
37) CC1Cc2cc(S(=O)(=O)N3CCC(C(N)=O)CC3)ccc2N1C(=O)C1CC1 (configuration not stated)
38) COc1ccc(OCC(O)CNC(=O)c2ccc(Br)cc2)cc1 (configuration not stated)
39) CCc1nnc(NC(=O)CN2CCN(c3cccc(OC)c3)CC2)s1
40) NC(=O)c1ccc(C(F)(F)F)n(Cc2ccccc2Cl)c1=O

entry no.,33,34,35,36,37,38,39,40
GLD-1 RNA inh,8,-1,-5,-1,0,4,3,5
MCL1-BIM inh,5,6,-10,-12,3,4,-10,6
PAD4 FP inh,4,1,-3,-4,2,-2,2,1
GSTO1 inh,8,0,2,-15,-3,0,-1,12
Fam108B inh,2,-3,3,-12,2,-2,0,6
BCLXL inh,6,2,-5,-11,-1,4,3,6
MEX-5 binding,1.8,-2.0,-4.2,-2.4,-6.4,0.5,1.6,1.7
TPT1 inhibitor,-5,1,5,1,-1,-2,0,-4
PME-1 inh,-2,-2,-5,-8,-5,2,-4,-9

41) C=C(C)CSc1nc2ccccc2c(=O)n1-c1c(C)n(C)n(-c2ccccc2)c1=O
42) CCn1c(=O)c(C(=O)NNC(=O)c2ccc(Cl)cc2Cl)c(O)c2ccccc21
43) Cc1cc(OCC(=O)Nc2ccccn2)c2c(C)c(C)c(=O)oc2c1
44) CNC(=S)N/N=C(\C)c1cccc(C(F)(F)F)c1
45) Cc1ccc(NC(=O)c2cc(C)n(-c3ccccc3)c2C)cc1
46) C=C(C)COc1ccc(-c2[nH]ncc2-c2ccccc2OC)c(O)c1
47) COc1ccc(NC(=O)c2ccccc2[N+](=O)[O-])cc1
48) CCc1ccc(NC(=O)CCc2c(C)nn(-c3ccc(N4CCOCC4)nn3)c2C)cc1

entry no.,41,42,43,44,45,46,47,48
GLD-1 RNA inh,2,0,6,1,2,0,5,1
MCL1-BIM inh,6,5,1,8,4,2,8,5
PAD4 FP inh,-1,2,-6,1,1,-2,-3,-3
GSTO1 inh,5,5,-4,3,-3,1,-1,2
Fam108B inh,-3,1,0,-1,-1,0,6,0
BCLXL inh,6,2,-3,8,3,2,6,4
MEX-5 binding,-0.2,0.8,-0.3,1.2,/,-0.2,-0.3,-0.6
TPT1 inhibitor,0,0,2,-6,5,-5,3,-1
PME-1 inh,2,3,-2,4,0,1,6,-1

49) O=C(c1coc2ccccc2c1=O)N1CCN(c2cccc(C(F)(F)F)c2)CC1
50) CCCN(CCC)S(=O)(=O)c1ccc(C(=O)NNC(=O)c2cc(OC)c(OC)c(OC)c2)cc1
51) CCN(Cc1ccncc1)C(=O)c1cc(COc2c(F)cccc2F)on1
52) CCOC(=O)CNC(=S)N(Cc1ccccc1)Cc1cccnc1
53) Cc1ccc(NC(=O)c2sc(N)nc2C)cc1
54) COc1ccc(NC(=O)CSc2nnc(N)n2CC(=O)Nc2ccc(OC)cc2)cc1
55) CC(=O)N1CCCc2ccc(NS(=O)(=O)c3ccccc3)cc21
56) COC(=O)c1nnn(-c2nonc2N)c1CSc1ccccn1
57) CCCC(NC(=O)c1ccco1)c1nc2ccccc2[nH]1 (configuration not stated)
58) OCCN(CCO)CC(O)CN(c1ccccc1)c1ccccc1 (configuration not stated)
59) O=C(Nc1ccccc1)Nc1ccc(Oc2ncnc3cc(Cl)ccc23)nc1

entry no.,49,50,51,52,53,54,55,56,57,58,59
GLD-1 RNA inh,-7,7,8,1,0,4,5,9,-4,4,1
MCL1-BIM inh,4,-6,9,1,-5,2,-1,8,-9,4,0
PAD4 FP inh,1,1,4,1,-7,-2,1,-5,-4,-4,2
GSTO1 inh,6,11,2,-1,3,10,2,5,7,-5,4
Fam108B inh,9,3,0,0,-2,-1,-5,4,0,3,-4
BCLXL inh,8,-1,6,4,-5,-3,1,5,-4,4,5
MEX-5 binding,1.4,1.4,-5.9,-1.4,1.7,/,-0.8,0.3,2.4,-0.4,-4.0
TPT1 inhibitor,-2,1,4,-3,1,-2,6,-5,4,-3,2
PME-1 inh,-3,-3,-1,1,-3,-2,-2,4,-5,4,-3
